Screens (PubChem)
CF NFkB inh = blocks PAF-induced NF-kB reporter in cystic fibrosis cells | KKLEB NF-kB-GFP reporter, GFP fluorescence overnight | actives 0.86% (n = 360,000) | inhibition, % at 5 µM;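 active means at least 50% inhibition at 5 µM, scaled per plate between neutral and stimulator controls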;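 further: PAF is a Pseudomonas aeruginosa culture filtrate used as stimulus; plate controls were PAF-stimulated DMSO wells for no effect and unstimulated DMSO wells for full effect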
NCOA3 inh = inhibitors of human steroid receptor coactivator 3 (SRC3) | Q9Y6Q9 | HEK293 GAL4-SRC3 luciferase reporter, luminescence | inhibition, % at 3.6 µM | actives 0.17% (n = 360,000) | AID 588352;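 active means inhibition above a per-campaign cutoff, the mean of all compounds plus 3 SD, cut at about 60% in these data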;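 further: 0% = DMSO-treated cells and 100% = gossypol-treated cells at 36 µM; higher means less SRC3-driven luciferase light from the GAL4 reporter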
TWEAK Fn14 block = TWEAK-Fn14 signaling inhibition; inhibition, % at 10 µM; actives 2% (n = 360,000); TWEAK-stimulated Fn14 reporter cells, luciferase luminescence, 8 h; in the data active means inhibition above about 50%
C8 TRAIL sens = caspase-8 TRAIL sensitization; NB7+C8 cells + TRAIL, ATPlite viability luminescence; inhibition (viability loss, TRAIL sensitization), % at 10 µM; actives 1% (n = 360,000); AID 624354;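 active means compounds causing at least 50% loss of cell viability in the single-dose screen, relative to plate controls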
LMP1 NFkB inh = inhibitors of Epstein-Barr LMP1-induced NF-kappaB reporter; AID 504558; actives 0.69% (n = 350,000); inhibition, % at 12.5 µM; LMP1-induced NF-kappaB luciferase reporter cells, luminescence; in the data active means inhibition above about 41%;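 further: 0% = neutral control wells and 100% = reference inhibitor control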
NR5A2 inv ag = inverse agonists of human LRH-1 (NR5A2); AID 602396; actives 0.13% (n = 360,000); HEK293T StAR-luciferase reporter, LRH-1 transfected, 24 h; inhibition, % at 3.6 µM;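 active means inhibition above the mean inhibition of all tested compounds plus 3 SD, cut at about 73% in these data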;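 further: 0% = DMSO wells and 100% = reporter-only cells lacking LRH-1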
KKLEB tox = counter-screen for CF NF-kB inhibitors: cytotoxicity. KKLEB CF airway cells viability, ATPlite luminescence, overnight; stronger effect = lower value; cells stimulated with P. aeruginosa culture filtrate. activity change (cytotoxicity), % at 5 µM. actives 0.36% (n = 360,000);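 active means corrected activity change at or below -50% at 5 µM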
NCOA2 inhibitor = human SRC2 (NCOA2) inhibition. HEK293 GAL4-SRC2 luciferase reporter, luminescence. inhibition, % at 9 µM. actives 0.17% (n = 370,000). Q15596. AID 651957;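 active means inhibition above the mean inhibition of all tested compounds plus 3 SD, set per campaign, cut at about 52% in these data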;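 further: 0% = DMSO treated cells and 100% = cells given Gossypol at 36 µM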
TROY NFkB inh = blocks TROY-dependent signaling in reporter cells. inhibition, % at 10 µM. actives 0.98% (n = 360,000). Q293 LMP1-TROYcd NF-kB luciferase reporter, 4 h;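 active means compounds whose plate-normalised and pattern-corrected inhibition of the luciferase reporter signal at the single screening dose is 50% or more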
COUP-TFII inh = blocks human COUP-TFII nuclear receptor. HEK293T NGFI-A luciferase reporter, luminescence. inhibition, % at 8.6 µM. actives 0.7% (n = 370,000);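 active means inhibition above a per-plate cutoff, mean inhibition of test wells between control levels plus 3 SD, cut at about 38% in these data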;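 further: cells cotransfected with COUP-TFII expression vector driving the NGFI-A reporter; 0% = median of COUP-TF2 test wells and 100% = reporter-only cells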
NCOA1 inh = inhibitors of human steroid receptor coactivator 1 (SRC1); Q15788; HEK293 GAL4-SRC1 luciferase reporter, luminescence; inhibition, % at 3.6 µM; actives 0.12% (n = 360,000);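 active means inhibition above the campaign mean plus 3 SD, with each screening campaign given its own cutoff, cut at about 60% in these data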;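 further: 0% = DMSO treated cells and 100% = gossypol at 36 µM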
An asterisk follows results filed as active; . = no result given. Compounds as they come, and some 4.2% of all compounds hit somewhere here.

entry	smiles	CF NFkB inh	NCOA3 inh	TWEAK Fn14 block	C8 TRAIL sens	LMP1 NFkB inh	NR5A2 inv ag
1	CC(C(=O)NCc1ccccc1)N1C(=O)C2CC=C(Cl)CC2C1=O (centres undefined)	3	8	-5	7	-4	4
2	CC(NC(=O)Cc1ccccc1)c1cc2c(cc1Br)OCCCO2 (centres undefined)	5	5	-3	-5	12	10
3	CCOc1ccc(-c2nnc(NC3=NCCCCC3)o2)cc1	3	-115	16	25	-30	-173
4	CC(=O)NCc1ccc(C(=O)COC(=O)COc2ccc(Cl)c(C)c2)s1	-7	11	-3	2	-4	16
5	COc1ccc(N/C=C(\C#N)S(=O)(=O)c2ccc(Cl)cc2)c(OC)c1	0	-16	10	14	-2	-10
6	CC1N(O)C(C)(C)C(c2ccccc2)=[N+]1[O-] (centres undefined)	-24	0	-7	2	4	9
7	O=C(CSc1ncn[nH]1)NC1CC2CCC1C2 (centres undefined)	5	18	-21	-7	-10	15
8	COc1ccc(C(=O)C23CC4CC(C2)CC(C(=O)c2ccc(OC)cc2)(C4)C3)cc1	10	3	22	-6	3	4
9	Cc1snc(SCc2cccc(Cl)c2)c1C#N	-24	-5	-10	-20	10	8
10	O=S(=O)(Nc1ncccn1)c1ccccc1	-6	6	9	-5	0	12

entry	KKLEB tox	NCOA2 inhibitor	TROY NFkB inh	COUP-TFII inh	NCOA1 inh
1	7	-8	6	-11	1
2	-7	7	10	-5	-6
3	2	-24	-53	-31	-94
4	0	-6	5	2	0
5	4	4	8	9	16
6	10	12	23	-13	16
7	3	7	17	5	7
8	2	-8	7	-9	10
9	-1	-18	-6	8	-29
10	-7	11	-8	15	-19

The list goes on:
entry	smiles	CF NFkB inh	NCOA3 inh	TWEAK Fn14 block	C8 TRAIL sens	LMP1 NFkB inh	NR5A2 inv ag
11	c1cncc(-c2nc(N3CCCCCC3)c3ccccc3n2)c1	5	-1	15	-7	8	48
12	COC(=O)CCC(=O)OC1(C)C(=O)C=C2C=C(C3CC3)N(Cc3ccc4c(c3)OCO4)C=C2C1=O (centres undefined)	9	0	-4	-19	2	9
13	C/C(CC(=O)Nc1ccc2c(c1)OCCO2)=N\NC(=O)COc1ccccc1	5	5	3	3	-6	-11
14	OCC#Cc1ncc(C(F)(F)F)cc1Cl	-18	11	16	-2	6	-9
15	O=C1c2ccccc2C(c2nnnn2-c2ccc3c(c2)OCCO3)N1Cc1ccco1 (centres undefined)	.	.	15	-9	.	-7
16	FC(F)Sc1ccc(-n2cc(-c3ccc(Cl)cc3)[n+]3c2CCC3)cc1	-10	-3	7	17	0	14
17	Cc1cc(NS(=O)(=O)c2ccc(NC(=S)NC(=O)c3cccnc3)cc2)no1	-23	24	-56	2	-6	5
18	CC(=O)N1CCN(S(=O)(=O)c2cccc(C(=O)NCc3ccc(F)cc3)c2)CC1	17	-2	-29	-6	3	4
19	COc1cc(CNC(=O)c2cc(-c3cc(C)cc(F)c3)n[nH]2)cc(OC)c1	30	0	-10	6	.	12
20	CC(Oc1cc2oc(=O)c3c(c2cc1Cl)CCC3)C(=O)NCC1CCC(C(=O)O)CC1 (centres undefined)	-16	-9	10	1	-2	18

entry	KKLEB tox	NCOA2 inhibitor	TROY NFkB inh	COUP-TFII inh	NCOA1 inh
11	-3	4	7	9	19
12	-6	16	-11	10	-1
13	-10	-25	5	4	-4
14	5	-13	8	-8	-4
15	.	-21	-18	7	.
16	-27	0	0	10	9
17	12	13	-10	10	-25
18	2	-20	-14	-7	15
19	-7	-20	10	-3	4
20	3	30	-9	-5	-8

The results go on.
entry	smiles	CF NFkB inh	NCOA3 inh	TWEAK Fn14 block	C8 TRAIL sens	LMP1 NFkB inh	NR5A2 inv ag
21	CO/N=C(/CNC(=O)c1ccc(F)cc1)c1ccc(Cl)cc1	-6	-5	-8	1	-4	3
22	CC(C)[C@@H](CSc1ccccc1)N1CCN(Cc2ccccc2)CCC1=O	-9	-1	-9	4	9	-13
23	C=CCCC(=O)N1C[C@H]2CON(C)[C@H]2C[C@H]1c1ccccc1Br	19	-8	3	-22	-4	-8
24	CCCCn1c(N)c(N(CCOC)C(=O)COC(=O)CCOc2ccc(C)cc2)c(=O)[nH]c1=O	9	5	19	-11	7	-11
25	CSc1nsc(SC)c1-c1ccc(Cl)cc1	2	8	-17	7	-13	7
26	CC(=O)C1=C(C)OC2(O)c3ccccc3C(=O)C12O (centres undefined)	-2	10	4	-13	.	-10
27	COc1cccc(CNC(=O)CC(NC(=O)c2ccccc2)c2ccccc2)c1 (centres undefined)	11	6	-8	-3	9	10
28	CCN1CCN(C(=O)c2ccc3nc(-c4ccccc4)c(-c4ccccc4)nc3c2)CC1	5	15	-4	11	-18	-5
29	COCc1ccc(C(=O)OC(C)C(=O)Nc2c(C)n(C)n(-c3ccccc3)c2=O)cc1 (centres undefined)	24	10	21	-13	2	-7
30	CC(C)CN1CCC(=O)N(CCSc2ccc(Br)cc2)CC1	21	-12	-11	-4	3	7

entry	KKLEB tox	NCOA2 inhibitor	TROY NFkB inh	COUP-TFII inh	NCOA1 inh
21	-2	-6	3	9	-13
22	4	7	16	-15	-5
23	-12	2	-1	5	-17
24	1	-26	1	-3	3
25	-16	-34	2	7	-6
26	18	-3	20	2	4
27	0	-13	3	-5	8
28	-3	-23	-24	-11	-32
29	-2	7	23	-13	-4
30	1	-7	-30	4	-26

Going on with the list.
entry	smiles	CF NFkB inh	NCOA3 inh	TWEAK Fn14 block	C8 TRAIL sens	LMP1 NFkB inh	NR5A2 inv ag
31	COc1cccc(NC(=O)CN(C)C(=O)CCN2C(=O)C3CC=CCC3C2=O)c1 (centres undefined)	15	5	10	-3	-3	-2
32	CS(=O)(=O)N(CC(=O)N1CCOCC1)Cc1ccccc1	-11	5	26	-8	-2	-8
33	CC(=O)N=C1SC2CS(=O)(=O)CC2N1Cc1ccc(C)cc1 (centres undefined)	2	12	6	-3	.	-3
34	O=S(=O)(Nc1ccccc1Cl)c1ccc2[nH]c(=S)oc2c1	11	2	5	1	-2	23
35	NNc1nc(Nc2ccc([N+](=O)[O-])cc2)nc(N2CCCCCC2)n1	-39	-26	-7	1	0	-20
36	Cc1cc(C)nc(NC(=S)Nc2cccc(F)c2)c1	-13	-9	-15	1	-3	-22
37	Cc1cccc(NC(=S)N(Cc2cccs2)Cc2cc3cc(C)cc(C)c3[nH]c2=O)c1	-2	8	13	-5	10	2
38	CN(C)S(=O)(=O)c1cccn1-c1ncc(C(F)(F)F)cc1Cl	-15	4	3	10	56*	-14
39	O=C(Cc1c(F)cccc1Cl)N/N=C/c1cccnc1	7	-20	-10	0	-3	25
40	CC(O)CNc1nc2ccccc2n1CC(=O)NCCc1ccc(Cl)cc1 (centres undefined)	-6	-9	-11	1	8	9

entry	KKLEB tox	NCOA2 inhibitor	TROY NFkB inh	COUP-TFII inh	NCOA1 inh
31	-9	21	-15	-21	9
32	10	24	-4	14	7
33	0	0	-30	8	20
34	-24	17	2	-1	-13
35	12	-6	-10	-11	-17
36	8	-10	-58	-40	-52
37	-6	8	-29	8	0
38	-2	-11	-23	12	-10
39	1	14	-3	10	-5
40	5	5	-27	0	-28

(more compounds)
entry	smiles	CF NFkB inh	NCOA3 inh	TWEAK Fn14 block	C8 TRAIL sens	LMP1 NFkB inh	NR5A2 inv ag
41	CCc1ccc(C(=O)NC(CCSC)C(=O)OC)cc1 (centres undefined)	1	-8	0	19	4	-3
42	O=C(CCC(=O)c1cccs1)OCC(=O)c1ccc(F)cc1	-3	5	6	-16	8	11
43	Cc1ccc(/C=N/NC(=O)C2=NNC(c3ccccc3)(c3ccccc3)C2)c(O)c1	-7	65*	-4	20	62*	23
44	Cc1cccc(C)c1OCC(=O)Nc1nnc(C2CCCO2)s1 (centres undefined)	17	10	3	-4	7	-14
45	Cc1nc2ccccc2n1S(=O)(=O)c1ccc(Br)cc1	-22	-7	6	-1	0	12
46	COc1cc(NC(=O)CN2CCN(S(=O)(=O)c3ccc(C(C)C)cc3)CC2)cc(OC)c1	-33	10	-6	8	-9	6
47	CCOc1ccccc1NC(=O)c1cccc2ccccc12	7	-10	10	-5	7	5

entry	KKLEB tox	NCOA2 inhibitor	TROY NFkB inh	COUP-TFII inh	NCOA1 inh
41	-10	-22	-17	4	-11
42	-6	-3	-17	-9	-11
43	3	39	6	21	59
44	-6	3	-17	8	-9
45	2	11	-24	1	8
46	5	-23	-3	5	5
47	8	16	-7	9	-3

6 compounds out of the list, sorted by number of heavy atoms, descending:
entry	smiles	CF NFkB inh	NCOA3 inh	TWEAK Fn14 block	C8 TRAIL sens	LMP1 NFkB inh	NR5A2 inv ag
46	COc1cc(NC(=O)CN2CCN(S(=O)(=O)c3ccc(C(C)C)cc3)CC2)cc(OC)c1	-33	10	-6	8	-9	6
43	Cc1ccc(/C=N/NC(=O)C2=NNC(c3ccccc3)(c3ccccc3)C2)c(O)c1	-7	65*	-4	20	62*	23
40	CC(O)CNc1nc2ccccc2n1CC(=O)NCCc1ccc(Cl)cc1 (centres undefined)	-6	-9	-11	1	8	9
44	Cc1cccc(C)c1OCC(=O)Nc1nnc(C2CCCO2)s1 (centres undefined)	17	10	3	-4	7	-14
38	CN(C)S(=O)(=O)c1cccn1-c1ncc(C(F)(F)F)cc1Cl	-15	4	3	10	56*	-14
39	O=C(Cc1c(F)cccc1Cl)N/N=C/c1cccnc1	7	-20	-10	0	-3	25

entry	KKLEB tox	NCOA2 inhibitor	TROY NFkB inh	COUP-TFII inh	NCOA1 inh
46	5	-23	-3	5	5
43	3	39	6	21	59
40	5	5	-27	0	-28
44	-6	3	-17	8	-9
38	-2	-11	-23	12	-10
39	1	14	-3	10	-5
